ARNT-TACC3 inh: disruptors of human ARNT/TACC3 interaction | Q9Y6A5 | AlphaScreen His-ARNT PAS-B/GST-TACC3 binding, luminescence; TACC3 fragment carries E629A point mutation | inhibition, % at 9.99 µM | 390,000 compounds, 0.66% hits;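 active = mean inhibition of replicates at least 50% and at least half of replicates each reaching 50%; inconclusive = half or more replicates reach 50% but mean below 50%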;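 note: 0% = complete ARNT plus TACC3 wells and 100% = ARNT alone without TACC3; many hits fall short of the cut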
CFTR F508del cor: CFTR F508del correction in bronchial cells; CFBE cells, YFP halide quenching; stimulated with forskolin plus potentiator P3; % fluorescence drop versus neutral controls; activity (quench increase), % at 7.58 µM; 350,000 compounds, 0.36% hits;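 active = mean added fluorescence quench of at least 8% versus neutral control, with both replicates also reaching 8%; inconclusive = only one of the mean or replicate conditions met; inactive = mean below 8% and not both replicates reaching 8%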;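 note: cells transiently co-express mutant CFTR-F508del with the halide-sensitive YFP; corrector assay measuring rescue of mutant channel to the surface after 24 h compound exposure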
ERp5 inh: ERp5 (human) disulfide isomerase inhibition; Q15084; ERp5 insulin aggregation, absorbance 650 nm, 90 min; inhibition, % at 9.99 µM; 350,000 compounds, 0.05% hits;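 active = mean replicate inhibition above about 25%, with every replicate also reaching it, limit read from the data, passing the limit was not always enough; inconclusive = only one of those two criteria met; inactive = neither criterion met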
Target sequence (Q15084 whole entry, looked up): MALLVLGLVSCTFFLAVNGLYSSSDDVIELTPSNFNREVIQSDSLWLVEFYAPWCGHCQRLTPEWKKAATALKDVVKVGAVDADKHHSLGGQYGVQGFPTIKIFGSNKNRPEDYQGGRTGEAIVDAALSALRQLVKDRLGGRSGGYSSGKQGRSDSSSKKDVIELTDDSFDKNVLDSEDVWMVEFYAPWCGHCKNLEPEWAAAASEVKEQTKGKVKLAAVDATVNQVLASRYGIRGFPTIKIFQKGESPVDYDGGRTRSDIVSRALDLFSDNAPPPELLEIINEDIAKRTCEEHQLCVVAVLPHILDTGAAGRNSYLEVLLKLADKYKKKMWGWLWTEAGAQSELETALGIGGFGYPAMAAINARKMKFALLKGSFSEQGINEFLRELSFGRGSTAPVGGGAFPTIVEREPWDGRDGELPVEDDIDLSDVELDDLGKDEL
DENV2 CPE rescue: protects cells from dengue virus 2 cytopathic effect; DENV2-infected cells, cytopathic effect rescue, plate reader; CPE inhibition, % at 9.99 µM; 350,000 compounds, 1.7% hits; AID 651640; in the data active = CPE inhibition above about 20%, passing the limit was not always enough; inconclusive = no clear call, values can overlap the other calls; tested in BHK-21 cells;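 note: 0% = median of neutral control wells and 100% = median of positive control wells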
GSIS activator: GLuc luminescence reporter in INS-1E cells, primary screen for activators of glucose-dependent secretion of insulin | INS-1E GLuc reporter insulin secretion, 2-3 h | activation, % at 16.6 µM | 370,000 compounds, 0.61% hits | AID 743287;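 active = lowest replicate activation of at least 40%, so every replicate reaches that level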;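 note: 0% = median of neutral control wells and 100% = median of IBMX positive control wells; some compounds called inactive have numbers as strong as hits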
EWS-Fli block: EWS/Fli transcriptional activity inhibition; 350,000 compounds, 0.67% hits; inhibition, % at 12.6 µM; A673 NR0B1-luciferase reporter, viability-normalised;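 active = mean inhibition of at least 50% after viability correction, with every replicate also passing that limit; inconclusive = mean reaches 50% but only one of two replicates passes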;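 note: firefly luciferase signal divided by Alamar Blue viability fluorescence both relative to DMSO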
PAX8 reporter: lowers PAX8-driven luciferase in RMG-I cells | RMG-I TPO-luciferase reporter, SteadyGlo, 24 h | inhibition, % at 12.6 µM | 360,000 compounds, 1.2% hits;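 active = mean replicate inhibition at least 60% with every replicate also reaching 60%; inconclusive = only one of the two criteria is met; inactive = mean below 60% and not all replicates reaching 60%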;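 note: luciferase light reporting Pax8 driven TPO promoter activity; plate controls were median of neutral control wells for no effect and mitoxantrone controls for full effect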
Xi reactivation: X-chromosome reactivation activator; AID 743238; 360,000 compounds, 0.055% hits; XiGFP mouse fibroblasts, % GFP-positive cells imaging, 3 d; cells co-treated with 5-aza-dC sensitizer; scaled so ellipticine positive control = 100%; activation, % at 7.58 µM;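 active = mean normalized replicate activation at least 10% and every replicate at or above 10%; inconclusive = only one of the two criteria met; inactive = mean below 10% and not all replicates reach 10%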;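 note: 0% = median of on-plate neutral control wells and 100% = ellipticine 6 µM median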
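System: 68-5-11 XiGFP fibroblast line; Timing: 3 days compound exposure; Compound dosing: one concentration, pinned; Benchmarks: positive control ellipticine, 6 µM final; Buffer or medium: DMEM containing 5-aza-dC.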
The depositor's hits bear a star; ? = inconclusive; . = no result given; & = joins results of further samples.

SMILES	ARNT-TACC3 inh	CFTR F508del cor	ERp5 inh	DENV2 CPE rescue	GSIS activator	EWS-Fli block	PAX8 reporter	Xi reactivation
O=C(Cc1ccccc1[N+](=O)[O-])Nc1ccc2c(c1)OCO2	-1	-0.2	4	-2	-4	-32	-18	0.1
CCN(C(=O)Cn1cc(C(F)(F)F)ccc1=O)c1c(N)n(Cc2ccccc2)c(=O)[nH]c1=O	-2	2.0	2	5	3	-13	-12	0.3
Cc1occc1C(=O)N1CCCC(Nc2ccc(F)cc2)C1 (stereo not drawn)	.	1.3	2	-6	26	-4	0	0.2
Cc1c(CCC(=O)O)c(=O)oc2cc3oc4c(c3cc12)CCCC4	1	-1.9	4	-1	-13	57*	-32	-0.1
OC1CCCCC1	.	2.9	-3	67*	3	2	.	.
C[C@H]1CN([C@@H](C)CO)S(=O)(=O)c2ccc(C#Cc3ccccc3F)cc2O[C@H]1CN(C)C(=O)Cc1ccncc1	0	4.3	-4	3	-17	11	15	-0.6
COCC(=O)N1CCC2(CC1)CN(Cc1ccccn1)[C@H](CO)c1[nH]c3cc(OC)ccc3c12	.	3.1	.	-13	3	-1	.	0.0
COc1ccc(S(=O)(=O)N(CC(=O)NCC2CCCO2)Cc2ccccc2)cc1C (stereo not drawn)	7	1.9	0	5	14	.	5	-0.1
CCn1c(SCC(=O)N/N=C/c2ccccc2OCC(=O)O)nnc1-c1ccc(OC)cc1	4	3.3	6	4	-7	2	1	0.0
CCCNC(=O)N1CCC2(CC1)CN(Cc1cccc(F)c1)[C@@H](CO)c1[nH]c3cc(OC)ccc3c12	.	4.0	-5	1	13	10	.	0.2
CC=Cc1ccc2n(c1=O)C[C@H]1[C@H](CO)[C@@H](C(=O)N(C)C)[C@@H]2N1Cc1cc(F)ccc1F (mixture of isomers)	4	.	0	-3	0	7	.	1.0
COc1ccc(S(=O)(=O)Nc2ccc3c(c2)C(=O)N([C@H](C)CO)C[C@H](C)[C@@H](CN(C)Cc2ccc4c(c2)OCO4)OCCCC[C@H](C)O3)cc1	-4	-1.7	-6	30*	-4	-2	-2	0.0
O=C(Nc1ccc(F)cc1)Nc1ccc2c(c1)[C@@H]1C[C@@H](CC(=O)N3CCCCC3)O[C@H](CO)[C@@H]1O2	-11	-3.4	.	0	-6	7	-5	0.0
Cc1coc2cc3oc(=O)c(CC(=O)N4C[C@H]5C[C@@H](C4)c4cccc(=O)n4C5)c(C)c3cc12	5	1.4	1	8	-3	-4	.	.
CCOc1ccc(S(=O)(=O)NCCC(=O)NCC(c2ccco2)N2CCCCC2)cc1 (stereo not drawn)	-11	0.5	5	3	16	11	-7	0.0
CCc1nnc(NC(=O)/C=C/c2ccc(C)o2)s1	-2	.	.	.	4	.	-86	0.0
CC(=O)Oc1ccc2c(c1)OC(c1ccccc1)CC21CC(C)(C)NC(=O)N1 (stereo not drawn)	-5	.	.	.	-12	.	4	0.0
O=C(O)C[C@@H]1CC[C@H](NC(=O)Nc2ccccc2)[C@H](CO)O1	-10	-1.0	3	12	-2	0	-6	-0.2
CC(C)(O)C#Cc1ccc([C@H]2[C@H]3CN(C(=O)c4cccnc4)CCCCN3[C@H]2CO)cc1	6	-2.3	-6	-5	11	-2	3	0.1
COc1cccc(-c2ccc3c(c2)O[C@@H](CN(C)C)[C@@H](C)CN([C@@H](C)CO)S3(=O)=O)c1	-4	-0.3	-5	-10	14	1	.	0.1
CCCOc1ccc(C(=O)CCC(=O)OCC(=O)Nc2cccc(S(N)(=O)=O)c2)cc1	-4	1.8	4	-8	11	-4	-4	0.1
Cc1cc2nc(C3CCCCC3)c(Cc3cccc(Cl)c3)n2c(C)c1Br	.	1.2	-3	-4	12	5	4	0.0
O=S1(=O)NC(CC2=CCCCC2)C2CCCCC2O1 (stereo not drawn)	-24	1.0	-2&2	-16	3	2	-16	0.2
CC1C=CCC2C(=O)N(c3ccc(OC(=O)c4cccs4)cc3)C(=O)C12 (stereo not drawn)	.	.	1	?	3	-10	3	0.5
C[C@@H]1CCCCO[C@H](CN(C)C(=O)Nc2cccc3ccccc23)[C@H](C)CN([C@H](C)CO)C(=O)c2cc(NS(C)(=O)=O)ccc2O1	11	2.5	-1	-6	-16	10	9	1.1
COc1ccc(CN2CC(C(N)=O)Oc3ccccc32)cc1F (stereo not drawn)	1	-1.3	-2	8	3	-2	4	0.2
COc1ccc(S(=O)(=O)N2CCC(c3nc4ccccc4[nH]3)CC2)cc1	-1	0.6	0	3	4	.	7	0.1
Cc1cccn2cc(-c3cccc(S(=O)(=O)N4CC(C)OC(C)C4)c3)nc12 (stereo not drawn)	26	3.3	-9	3	-1	5	10	0.0
C[C@H]1CN([C@@H](C)CO)C(=O)c2cc(-c3ccccc3F)cnc2O[C@H]1CN(C)Cc1cccc(F)c1	.	-1.5	4	9	-4	-18	-6	-0.2
C/C=C/c1ccc2c(c1)O[C@@H](CN(C)Cc1ccccn1)[C@H](C)CN([C@H](C)CO)S2(=O)=O	3	3.1	-5	12	-19	1	1	0.2
Cc1cc(OCCCC(=O)Nc2cccc(-n3cnnn3)c2)ccc1Cl	-2	-1.5	-4	-6	-9	.	12	0.1
O=C(O)c1ccc(OCc2ccc(C(=O)O)o2)cc1	-13	-2.1	0	19	1	-4	-6	0.0
COc1ccc2c(c1)OC[C@H]1[C@H]2N2C(=O)c3cc(OC)ccc3NC(=O)[C@@]2(C)[C@H]1c1ccccc1	-3	2.5	-2	47*	-22	-15	41	-0.1
C[C@H](CO)N1C[C@H](C)[C@H](CN(C)C(=O)c2cnccn2)Oc2cc(C#CCC3CCCC3)ccc2S1(=O)=O	-4	3.3	-2	?	-7	23	.	0.0
Cc1cc(C)c2[nH]c(=O)c(CN(Cc3ccccc3)C(=S)NCCCN(C)C)cc2c1	-1	-3.0	6	.	-13	22	1	-0.9
CCCCn1c(N)c(N(CC(C)C)C(=O)c2ccc(COc3ccccc3)o2)c(=O)[nH]c1=O	-4	1.2	8	2	-12	.	2	1.3
Cc1cccc(-n2ncc3c(N(C)Cc4ccccc4)ncnc32)c1	-1	2.2	-6	-5	-9	-104	-173	-0.1
COc1ccc2[nH]c(=O)c(-c3nnn(-c4ccc(F)cc4)n3)cc2c1	.	1.7	13	7	15	-3	-1	0.6
O=C(CC1CC2CCC1C2)N1CCN(S(=O)(=O)c2ccc(C(F)(F)F)cc2)CC1 (stereo not drawn)	.	1.9	-11	6	14	-6	-11	0.1
O=C(NN1C(=O)C2C3C=CC(C4CC34)C2C1=O)c1ccc(Cl)c(Cl)c1 (stereo not drawn)	-6	.	.	.	-2	.	3	0.3
CSc1cccc(CN2CCC(CO)(Cc3ccccc3)CC2)c1	5	1.9	1	4	-4	-2	-24	0.0
COCCNC(=O)C1Cc2c(-c3ccc(NC(C)=O)cc3)ccnc2O1 (stereo not drawn)	.	5.3	0	2	-9	-1	.	0.5
Cc1noc(C)c1COc1ccc(C(=O)OCC(=O)Nc2cccc(S(=O)(=O)N3CCOCC3)c2)cc1	-5	.	.	.	0	.	-17	-0.1
CN1CCN(Cc2c(O)ccc3cc(Br)ccc23)CC1	.	-2.2	-2	5	-19	4	17	0.0
Cc1ccc(S(=O)(=O)N(C)C)cc1NC(=O)COC(=O)C1CCN(S(=O)(=O)c2cccs2)CC1	3	0.8	2	17	13	0	-5	-0.1

As a working copy, some entries already given.
SMILES	ARNT-TACC3 inh	CFTR F508del cor	ERp5 inh	DENV2 CPE rescue	GSIS activator	EWS-Fli block	PAX8 reporter	Xi reactivation
Cc1cccc(-n2ncc3c(N(C)Cc4ccccc4)ncnc32)c1	-1	2.2	-6	-5	-9	-104	-173	-0.1
COc1ccc2[nH]c(=O)c(-c3nnn(-c4ccc(F)cc4)n3)cc2c1	.	1.7	13	7	15	-3	-1	0.6
O=C(CC1CC2CCC1C2)N1CCN(S(=O)(=O)c2ccc(C(F)(F)F)cc2)CC1 (stereo not drawn)	.	1.9	-11	6	14	-6	-11	0.1
O=C(NN1C(=O)C2C3C=CC(C4CC34)C2C1=O)c1ccc(Cl)c(Cl)c1 (stereo not drawn)	-6	.	.	.	-2	.	3	0.3
CSc1cccc(CN2CCC(CO)(Cc3ccccc3)CC2)c1	5	1.9	1	4	-4	-2	-24	0.0
COCCNC(=O)C1Cc2c(-c3ccc(NC(C)=O)cc3)ccnc2O1 (stereo not drawn)	.	5.3	0	2	-9	-1	.	0.5
Cc1noc(C)c1COc1ccc(C(=O)OCC(=O)Nc2cccc(S(=O)(=O)N3CCOCC3)c2)cc1	-5	.	.	.	0	.	-17	-0.1
CN1CCN(Cc2c(O)ccc3cc(Br)ccc23)CC1	.	-2.2	-2	5	-19	4	17	0.0

(listing goes on)
SMILES	ARNT-TACC3 inh	CFTR F508del cor	ERp5 inh	DENV2 CPE rescue	GSIS activator	EWS-Fli block	PAX8 reporter	Xi reactivation
CNC[C@@H]1Oc2c(NC(=O)Nc3ccccc3)cccc2C(=O)N([C@H](C)CO)C[C@@H]1C	1	-1.1	0	1	6	0	10	0.0
C[C@@H]1CN([C@@H](C)CO)C(=O)c2cc(NC(=O)Nc3ccc(F)cc3)ccc2O[C@@H]1CN(C)S(=O)(=O)c1ccc(Cl)cc1	-4	-0.8	-1	-6	-19	3	31	0.1
COCC(=O)N1CC2(C1)[C@@H](c1ccc(-c3ccc(F)cc3)cc1)[C@H](CO)N2C(=O)C1CC1	.	0.7	0	3	-4	-2	-2	0.3
Cc1ccccc1C(=O)Nc1cccc(NC(=O)c2ccccc2[N+](=O)[O-])c1	0	-0.7	5	-2	-13	0	18	0.0
O=C(OC(c1ccccc1)c1nccc2ccccc12)c1cccc([N+](=O)[O-])c1 (stereo not drawn)	.	.	-1	14	15	-14	-52	-0.1
Cc1ccc([C@H]2C[C@H](n3cc(COC(=O)c4ccccc4)nn3)[C@@H](O)CN2Cc2cccs2)cc1	.	-2.6	0	7	-4	-12	-11	0.0
CC(C)[C@H](NC(=O)N1CC(=O)Nc2ccccc21)C(=O)N[C@@H](Cc1ccccc1)C(=O)O	-13	-4.4	-2	2	10	-11	.	.
NC(=O)c1cc(C(=O)c2cccc(Cl)c2Cl)c[nH]1	-4	-0.7	-4	1	8	-4	4	0.0
COc1ccc2ccc(=O)oc2c1CC(O)C(C)(C)O (stereo not drawn)	-5	2.5	0	16	-7	1	.	.
CO[C@H](CN(C)C(=O)C1CCOCC1)[C@H](C)CN([C@@H](C)CO)S(=O)(=O)c1ccccc1	-6	2.6	9	0	6	-4	.	0.0
O=C([C@H]1[C@H](CO)[C@H]2Cn3c(cccc3=O)[C@@H]1N2S(=O)(=O)c1ccccc1F)N1CCCCC1	-2	-0.1	1	-3	1	-4	3	0.1
COc1cccc(OCc2cc(C(=O)N3CCC(c4ccncc4)CC3)no2)c1	-2	-2.3	1	2	-38	14	13	0.0
Cc1ccc(C)c(S(=O)(=O)N2CCCOC2CNC(=O)C(=O)NCc2cccnc2)c1 (stereo not drawn)	.	0.2	3	-1	5	13	1	-0.1

One compound at a time, as listed above. Values in the order: ARNT-TACC3 inh, CFTR F508del cor, ERp5 inh, DENV2 CPE rescue, GSIS activator, EWS-Fli block, PAX8 reporter, Xi reactivation
`O=C(CC1CC2CCC1C2)N1CCN(S(=O)(=O)c2ccc(C(F)(F)F)cc2)CC1` (stereo not drawn) in the list: ., 1.9, -11, 6, 14, -6, -11, 0.1
`CC(=O)Oc1ccc2c(c1)OC(c1ccccc1)CC21CC(C)(C)NC(=O)N1` (stereo not drawn) in the list: -5, ., ., ., -12, ., 4, 0.0

Source: PubChem BioAssay (Broad Institute)
